LYPLA2 counter: LYPLA2 (human) inhibition in PME1 counter-screen; O95372; recombinant LYPLA2, FP-Rh probe fluorescence polarization; inhibition, % at 5.9 µM; 320,000 compounds, 0.38% hits;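 active means inhibition above the screen-wide mean plus 3 SD, limit set per campaign, cut at about 26% in these data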;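 further: 0% = LYPLA2 with DMSO and 100% = wells lacking LYPLA2 enzyme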
Target sequence (O95372 whole entry, looked up): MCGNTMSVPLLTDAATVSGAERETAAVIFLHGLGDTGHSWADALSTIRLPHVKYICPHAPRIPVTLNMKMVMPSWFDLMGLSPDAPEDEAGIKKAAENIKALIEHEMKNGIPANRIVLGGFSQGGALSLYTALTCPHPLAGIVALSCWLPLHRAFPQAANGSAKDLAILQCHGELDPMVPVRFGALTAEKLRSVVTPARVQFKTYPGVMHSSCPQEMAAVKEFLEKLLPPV
PAFAH2 FP inh: PAFAH2 (human) inhibition. recombinant PAFAH2, FP-rhodamine activity probe, fluorescence polarization. 340,000 compounds, 0.99% hits. Q99487. AID 492956. inhibition, % at 3.39 µM;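 active means inhibition above the mean over all tested compounds plus 3 SD, cut at about 30% in these data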;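 further: inhibitors block probe labeling of enzyme so polarization drops; 0% = enzyme with DMSO and 100% = wells lacking PAFAH2 protein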
PAFAH1B3 inh: PAFAH1B3 (human) inhibition. Q15102. recombinant PAFAH1B3, FP-rhodamine probe, fluorescence polarization. inhibition, % at 3.39 µM. 340,000 compounds, 0.28% hits;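 active means inhibition above the screen-wide average of all tested compounds plus 3 SD, cut at about 25% in these data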;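 further: 0% = enzyme with DMSO only and 100% = wells lacking PAFAH1B3 protein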
PREPL inhibitor: inhibits the human prolyl oligopeptidase-like enzyme. recombinant PREPL, fluorescence polarization activity-based probe. inhibition, % at 5.96 µM. Q4J6C6. AID 2751. 320,000 compounds, 0.68% hits; in the data active means inhibition above about 43%;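 further: 0% = enzyme with DMSO and 100% = wells lacking enzyme; many of its hits are not listed in these tables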
LYPLA1 counter: counter-screen for PME1 inhibitors: inhibitors of human LYPLA1; recombinant LYPLA1, FP-Rh probe fluorescence polarization; 320,000 compounds, 0.16% hits; inhibition, % at 5.9 µM;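 active means inhibition above the mean of all tested compounds plus 3 SD, set per campaign, cut at about 14% in these data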;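 further: inhibitors block serine hydrolase probe labeling of LYPLA1 so polarization falls; 0% = enzyme with DMSO and 100% = wells lacking LYPLA1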
Target sequence (O75608 whole entry, looked up): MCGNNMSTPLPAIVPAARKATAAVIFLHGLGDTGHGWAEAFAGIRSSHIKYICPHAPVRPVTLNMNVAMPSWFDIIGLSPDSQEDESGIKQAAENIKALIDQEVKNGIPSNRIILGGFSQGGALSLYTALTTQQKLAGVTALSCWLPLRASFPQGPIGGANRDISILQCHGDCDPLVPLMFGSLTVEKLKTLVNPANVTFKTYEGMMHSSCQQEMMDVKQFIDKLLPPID
ZTA DNA inh: counter-screen for EBNA-1 inhibitors: inhibitors of Epstein-Barr virus ZTA; ZTA-DNA binding, fluorescence polarization; P03206; AID 2234; 320,000 compounds, 0.15% hits; inhibition, % at 11 µM; in the data active means inhibition above about 33%
Target sequence (P03206 whole entry, looked up): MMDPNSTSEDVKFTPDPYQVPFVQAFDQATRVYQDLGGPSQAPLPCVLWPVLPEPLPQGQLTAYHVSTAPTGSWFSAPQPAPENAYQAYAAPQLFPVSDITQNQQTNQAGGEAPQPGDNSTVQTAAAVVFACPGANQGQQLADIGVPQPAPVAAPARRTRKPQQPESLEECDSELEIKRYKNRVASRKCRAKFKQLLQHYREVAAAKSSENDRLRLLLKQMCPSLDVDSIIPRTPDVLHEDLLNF
pPAFAH inh: inhibitors of human plasma PAF acetylhydrolase (pPAFAH); Q13093; recombinant pPAFAH, FP-rhodamine probe fluorescence polarization; inhibition, % at 3.39 µM; 330,000 compounds, 1.5% hits;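 active means inhibition above the mean inhibition across the screen plus 3 SD, cut at about 25% in these data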;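 further: inhibitors block binding of the rhodamine activity-based probe so polarization drops; 0% = enzyme with DMSO and 100% = wells lacking pPAFAH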
EBNA-1 inhibitor: blocks EBNA-1 binding to DNA; 300,000 compounds, 0.34% hits; inhibition, % at 14.8 µM; EBNA-1 DNA binding, fluorescence polarization; in the data active means inhibition above about 28%
PAFAH1B2 FP inh: PAFAH1B2 (human) inhibition; AID 492953; recombinant PAFAH1B2, FP-rhodamine activity probe, fluorescence polarization; inhibition, % at 3.39 µM; P68402; 340,000 compounds, 1.2% hits;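 active means inhibition above the mean of all tested compounds plus 3 SD, cut at about 24% in these data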;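 further: 0% = enzyme with DMSO and 100% = wells lacking PAFAH1B2; many of its hits are not listed in these tables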
Target sequence (P68402 whole entry, looked up): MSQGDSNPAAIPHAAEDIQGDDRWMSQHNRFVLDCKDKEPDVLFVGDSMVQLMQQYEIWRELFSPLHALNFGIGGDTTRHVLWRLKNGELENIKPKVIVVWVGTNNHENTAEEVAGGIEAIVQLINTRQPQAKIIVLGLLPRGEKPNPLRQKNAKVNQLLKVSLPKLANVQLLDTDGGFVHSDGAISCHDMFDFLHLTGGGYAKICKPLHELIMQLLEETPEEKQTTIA
The depositor's hits bear a star; . = not tested or not shown. The list is partial. The share of hits here may be higher or lower than overall.

SMILES	LYPLA2 counter	PAFAH2 FP inh	PAFAH1B3 inh	PREPL inhibitor	LYPLA1 counter	ZTA DNA inh	pPAFAH inh	EBNA-1 inhibitor	PAFAH1B2 FP inh
Cc1ccc(N(CC(=O)N/N=C/c2cccc(Br)c2)S(C)(=O)=O)cc1	-4.9	0.8	4.2	-29.1	-1.9	8.4	-2.1	-8.5	-0.1
Cc1cc(=O)oc2cc(OCC(O)Cn3ccnc3)ccc12 (centres undefined)	1.8	4.5	9.6	3.8	2.5	-3.2	5.1	9.9	4.2
CN(C)CCOC(=O)C1(c2ccccc2)CCCC1	6.5	2.0	3.0	-7.7	2.5	-16.8	3.4	-5.1	21.2
O=C(Nc1nc(-c2ccccc2)cs1)C1COc2ccccc2O1 (centres undefined)	-13.6	4.5	3.3	-18.4	-9.9	-5.1	-3.5	-1.9	0.2
CC(=O)Nc1ccc(-c2nnn(CC(=O)c3ccc(F)cc3)n2)cc1Cl	18.0	1.1	9.4	-12.1	-3.7	-1.8	-1.8	7.6	6.3
COc1cccc(CCNC(=O)CCCC(=O)c2ccccc2)c1	5.4	1.4	9.3	-3.2	3.3	-1.7	3.0	-7.3	2.7
c1ccc2c(c1)ncn2CCn1cnc2ccccc21	2.1	2.5	1.5	3.0	-0.1	7.4	0.3	0.2	-1.1
OC(COCc1ccc2c(c1)OCO2)CN1CCC(Cc2ccccc2)CC1 (centres undefined)	7.3	3.4	-0.6	23.9	0.4	1.1	7.6	-3.0	7.0
O=C(CSc1nncs1)Nc1ccc(Cl)cn1	3.4	-6.4	0.5	3.2	-5.6	-3.4	-2.5	6.6	-2.0
O=C(CC(=O)c1cc(Cl)ccc1O)c1ccccc1	-6.5	-4.2	9.1	-38.1	-4.6	0.5	7.6	7.2	5.6
Cc1cccc(Nc2ncnc3c2cnn3C)c1	-8.7	8.6	-2.0	0.6	-3.3	1.6	1.4	3.4	0.1
COc1ccc2c(c1)CCCC21SC(NC(C)=O)=NN1C(C)=O (centres undefined)	5.5	-0.3	-0.1	7.3	0.3	-12.6	0.8	4.8	-1.9
CCN(C(=O)c1cccs1)c1nnc(-c2ccncc2)s1	7.2	-4.9	5.0	-2.9	2.9	-11.1	1.9	-3.1	-1.4
O=C(NCCc1ccccn1)C1CCCN(S(=O)(=O)Cc2ccccc2)C1 (centres undefined)	-3.6	1.6	3.5	-2.5	-1.7	10.2	1.2	-0.9	2.1
CCOc1ccc(NC(=O)CC2C(=O)N(c3ccccc3)C(=O)N2CCc2cccs2)cc1 (centres undefined)	5.3	-10.2	-0.9	25.0	5.5	-2.1	3.3	0.0	3.6
O=C(CCc1nc(-c2ccccc2F)no1)NCCN1CCc2ccccc2C1	-2.6	-2.8	6.6	12.8	-0.3	-0.1	-3.3	-8.5	2.2
CCOC(=O)c1c(C(C)(C)C)oc2ccc(OCC#N)cc12	-2.5	-8.5	-5.0	-4.8	-0.2	-25.5	1.9	-14.8	2.9
Cc1ccccc1-n1c(SCC(=O)NC(N)=O)nc2sc(-c3ccccc3)cc2c1=O	-3.8	-0.4	-1.1	1.1	-5.6	14.1	4.3	11.6	6.0
Cc1ccc(-n2nc(C)c(C(=O)N3CCN(C(=O)c4ccco4)CC3)c2-n2cccc2)cc1	-3.1	-4.0	-0.1	4.3	-2.0	-5.5	0.8	2.3	-0.2
Nc1c(Cl)cc2c(c1Oc1ccccc1)C(=O)c1ccccc1C2=O	0.8	13.7	2.4	20.1	-7.4	9.5	16.0	12.3	11.9
CCOc1c(/C=C(\C#N)C(N)=O)c2ccccc2n1CC	-2.1	4.5	5.3	13.9	-4.0	2.5	-3.8	-10.6	7.6
O=C1C=C(NCc2ccncc2)CC(c2ccccc2)C1 (centres undefined)	2.9	1.5	3.0	3.9	0.1	12.8	3.3	1.7	3.0
CCCOc1ccc(N2C(=O)CC(SCCN)C2=O)cc1 (centres undefined)	4.0	-7.0	-1.1	3.2	0.0	6.5	3.5	1.3	3.8
O=C(CNC1=NCCC1)c1ccc(Cl)cc1	-0.9	9.9	-0.6	0.0	-2.2	13.0	5.9	10.2	0.0
O=C(c1cccc(-c2ccccc2)c1)N1CC[C@@H](N2CCC(O)CC2)[C@H](O)C1	3.5	5.3	3.5	6.0	2.4	4.3	2.3	13.2	8.9
Cc1nnc(N/N=C/c2cc(C)n(-c3ccc(F)cc3)c2C)n1N	1.5	-1.0	10.5	11.3	-2.1	2.6	5.3	5.9	1.2
CCOC(=O)CNS(=O)(=O)Cc1ccccc1	24.1	3.4	14.1	5.0	2.4	-12.9	3.3	.	4.9
CC(=O)c1c(C)[nH]c(C(=O)OCc2nc3ccsc3c(=O)[nH]2)c1C	5.9	2.9	-1.6	6.0	-1.0	-21.6	-2.2	4.3	0.4
COc1cc(/C=C/C(=O)NCCn2c(C)cc3ccccc32)cc(OC)c1OC	1.9	6.9	5.8	16.7	-0.1	-4.3	7.4	7.1	-0.4
O=C(Nc1nc2ccccc2n1CCN1CCOCC1)c1ccccc1	7.5	8.8	3.4	17.6	2.6	-7.0	3.4	-5.6	1.2
O=C(Nc1ccc(Cl)cn1)c1cnn2cccnc12	2.8	1.1	5.0	-13.0	-0.6	1.9	-2.3	2.4	3.5
CCn1c(CNC(=O)Cc2ccc(OC)cc2)nnc1SCC(=O)Nc1ccc(C(=O)O)cc1	-5.3	0.1	0.8	-4.3	0.7	-17.9	6.0	0.3	0.4
CC(=O)Cc1nsc(NC(=O)c2ccco2)n1	0.0	-1.4	-9.4	-4.5	-3.0	11.3	-0.9	5.2	-2.2
CC(=O)N1CC=C2C(C#N)=C(N)C(C#N)(C#N)[C@H](c3ccoc3)[C@H]2C1	7.5	2.2	3.7	7.3	3.2	15.4	3.0	-1.4	3.8
CCCc1cc(=O)[nH]c2nnc(SCC(=O)NC3CCCCC3)n12	4.8	-3.7	5.7	7.5	1.4	-9.6	1.7	-1.3	2.7
CCOc1ccc(N2C(=O)CC(SC(=NC)Nc3ccc4c(c3)OCO4)C2=O)cc1 (centres undefined)	-0.5	10.0	1.2	9.6	-3.1	-14.2	1.1	-5.4	2.5
CC1C(=O)Nc2ccc(S(=O)(=O)N3CCN(c4ccccc4F)CC3)cc2NC1=O (centres undefined)	-0.8	1.0	3.2	-20.5	1.0	6.1	7.6	-1.5	1.2
NNC(=O)c1ccc2nc(-c3ccc(Br)cc3)cn2c1	-5.2	-0.7	0.9	5.6	-6.1	6.4	3.6	-7.3	-3.2
COc1ccc2c(c1)c(C(=O)CN1CCOCC1)c(C)n2C	3.4	1.4	1.8	0.7	-0.1	10.7	1.4	5.1	-4.8
C=CCN1c2ccccc2[C@]23C[C@@H](C(=O)OC)N(C(=O)c4cccs4)C2=NC(C(=O)OC)=C(C(=O)OC)[C@H]13	4.6	6.6	8.3	0.9	-1.5	4.5	2.9	-14.2	-1.9
O=C(Nc1ccc(SC(F)F)cc1)c1ccc(F)cc1	2.5	-2.8	-0.9	6.8	2.2	-6.8	2.2	-2.5	-0.9
C/C(=N\NC(=O)c1ccco1)c1cc2ccccc2o1	1.9	1.1	7.5	-1.5	6.7	-4.9	5.7	-10.1	0.0
O=C(O)/C(=C\c1cccc([N+](=O)[O-])c1)c1ccc(S(=O)(=O)N2CCCCC2)s1	1.6	11.5	1.9	-0.2	-3.7	-20.4	8.2	8.1	8.2
O=C(NCCc1cscn1)C1CCC(=O)N(Cc2ccc(Cl)cc2)C1 (centres undefined)	-1.9	-1.9	-4.7	2.7	-3.3	2.8	-1.7	0.2	1.4
Cc1ccc(NC(=O)C2(c3ccc([N+](=O)[O-])cc3)CCCC2)cc1	2.2	10.1	7.5	-14.6	0.1	-1.1	4.5	6.8	25.0*
CCCCC[C@H](O)/C=C/C1=C(CCCCCCC(=O)O)C(=O)CC1	2.9	-6.8	7.0	-6.8	-5.0	10.6	3.0	-0.1	6.5
CCCCOC(=O)c1ccc(NC(=O)C(=O)CC(=O)c2ccc(OC)cc2)cc1	-2.1	-1.6	14.1	-0.9	-2.0	10.5	13.0	-1.2	-1.1
CCOC(=O)C(NC(=O)Nc1ccc(F)cc1F)(Oc1ccc(F)cc1)C(F)(F)F (centres undefined)	8.8	1.0	11.1	12.4	3.4	-19.1	1.9	5.4	3.8
CCCCC(O)(CCCC)C(=O)NNc1ccccc1	-5.0	-2.5	4.9	2.9	0.6	-2.4	-0.2	0.2	-3.0
CC(C)COP(=O)(OCC(C)C)C(O)c1ccc(N(C)C)cc1 (centres undefined)	-1.8	0.8	0.0	16.8	1.9	7.6	-1.3	3.8	6.2
O=C1/C(=C/c2ccccc2[N+](=O)[O-])COc2ccccc21	5.3	9.4	10.7	-6.0	-0.4	-9.7	0.6	-19.9	-3.1
COc1ccc(CCC(=O)N2CCN(S(=O)(=O)c3ccc(OC)cc3)CC2)cc1	-1.8	6.9	9.8	16.7	-0.6	-5.7	-5.1	.	3.0
COc1ccc(CN2CCCCC2C)cc1OC (centres undefined)	0.5	5.2	9.3	13.7	-1.6	-0.9	-2.7	-0.6	3.5
COc1ccccc1NC(=O)CSc1ncnc2c1oc1ccccc12	-0.6	-1.1	-2.0	-0.4	4.8	-21.5	-3.4	0.7	3.3
COc1cccc(CNC(=S)Nc2cccc(Cl)c2C)c1	1.7	0.1	5.0	1.7	-0.4	6.0	2.9	5.8	0.7
CCOC(=O)CCNC(C(=O)OCC)c1ccccc1 (centres undefined)	-4.2	3.4	-1.5	-4.5	0.4	3.0	-3.7	-2.1	4.0
COC(=O)c1cc(OC)c(OC)cc1NC(=O)CCNC(=O)c1ccco1	-0.8	-1.5	3.4	-1.1	-4.8	-6.4	-0.8	0.4	0.8
CCCCn1c(N)c(N(CCOC)C(=O)c2ccc(S(=O)(=O)N(CC)c3ccccc3)cc2)c(=O)[nH]c1=O	-1.2	-2.6	2.1	11.6	5.2	-11.5	-3.2	8.4	12.0
COC(=O)CNC(c1ccccc1)c1cc(C)ccc1NC(=O)CNC(=O)OCc1ccccc1 (centres undefined)	3.1	10.4	9.4	-2.7	1.1	-21.5	29.8*	-2.4	-2.1
CCC(=O)OCC(=O)c1c(N)n(Cc2ccccc2)c(=O)n(C)c1=O	8.9	1.8	3.6	10.8	2.9	-8.5	4.3	7.8	-2.5

(continued)
SMILES	LYPLA2 counter	PAFAH2 FP inh	PAFAH1B3 inh	PREPL inhibitor	LYPLA1 counter	ZTA DNA inh	pPAFAH inh	EBNA-1 inhibitor	PAFAH1B2 FP inh
CCOc1ccc2nc(COC(=O)c3ccncc3)c(C(=O)c3ccccc3)[n+]([O-])c2c1	4.8	.	.	11.9	-0.1	-2.2	1.0	-6.7	.
CCC(C)(C)NC(=O)CCCSc1nc2ccccc2s1	-3.7	.	.	10.9	0.0	-9.1	1.4	-9.8	.
COC(=O)c1cc(C(=O)Nc2cccc(C)n2)cc([N+](=O)[O-])c1	-1.8	1.8	3.7	-7.9	3.4	-12.8	4.9	2.6	1.4
Nc1nc2ccccc2n1/N=C/c1ccc(-c2ccccc2)o1	-1.2	3.1	7.5	27.0	-1.2	11.2	6.5	7.7	1.2
O=C(Cn1c(=O)c2c(ncn2Cc2ccccc2)n(Cc2ccccc2)c1=O)N1CCCC1	0.0	3.1	-7.5	6.1	0.5	4.5	1.1	0.7	-0.8

Source: PubChem BioAssay (The Scripps Research Institute Molecular Screening Center)
